# RECQ1 inh: inhibitors of human RECQ1 DNA helicase | RECQ1 DNA unwinding, red fluorescence kinetic read | Potency, µM (titrated, usually from 57.3 µM), for inactives: top-dose activity, negative = inhibition, most hits filed as inhibitors | 240,000 tested, 0.54% active;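 note: plate controls were vehicle for no effect and no enzyme for full effect; nearly all actives have a fitted effect of over 30% in size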
#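 50 nM RECQ1T1 preincubated 15 min with compound in Tris pH 8.0 buffer with MgCl2, DTT, Tween-20 and 2.5 ug/ml poly(dI-dC); started with 200 nM TAMRA/BHQ-2 forked duplex and 2 mM ATP. Unwinding read as fluorescence (525/598 nm), two reads 2 h apart.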
# TRb SRC2 PPI: inhibitors of human thyroid hormone receptor beta-SRC2 interaction; TRbeta-SRC2 peptide binding, fluorescence polarization; receptor liganded with 1 µM T3; AID 1469; Potency, µM (titrated, usually from 106 µM), inactives show top-dose activity change, negative = inhibition, actives largely listed as inhibitors; 280,000 tested, 0.065% active;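 note: plate controls were bound peptide for no effect and peptide without receptor for full effect; nearly all actives have a fitted effect of over 50% in size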
#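 Human TRb ligand-binding domain (0.6 uM) is mixed with 20 nM Texas Red SRC2 peptide and 1 uM T3; after compound addition and 5 hr at ambient temperature, polarization is measured and normalized to unbound and bound controls.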
# GAA inh: alpha-glucosidase (human) inhibition. Potency, µM (series often up to 76.9 µM), for inactives: at the top dose activity change, negative = inhibition, actives largely listed as inhibitors. purified human GAA, 4-MU-alpha-glucoside fluorescence. 200,000 tested, 0.005% active. P10253;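 note: plate controls were uninhibited enzyme wells for no effect and no-enzyme background for full effect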
#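 Human enzyme at 4 nM with 400 uM 4-methylumbelliferyl-alpha-D-pyranoside, citrate/phosphate buffer pH 5.0, 0.005% Tween-20, 20 min at room temperature. Compounds up to 77 uM. 4-MU fluorescence (Ex 365/Em 440) read after NaOH/glycine stop; AC50 from Hill fit.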
# GAA spleen mod: inhibits or activates alpha-glucosidase in human spleen homogenate | P10253 | human spleen homogenate, 4-MU-alpha-glucoside fluorescence | Potency, µM (top dose mostly 79.9 µM), for the others: top-dose activity change, negative = inhibition, hits mostly inhibitors | 240,000 tested, 0.006% active | AID 2112;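 note: 0% = enzyme with vehicle and -100% = no enzyme basal signal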
#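 Compounds were titrated against alpha-glucosidase in spleen homogenate at pH 5.0, with 1 mM 4-methylumbelliferyl substrate for 40 min at 37 C. Reactions were quenched with pH 10 NaOH/glycine and fluorescence measured.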
# RGS12 GoLoco inh: RGS12 GoLoco-Gai1 interaction inhibition; 230,000 tested, 0.44% active; AID 880; Potency, µM (titrated, usually from 61.6 µM), without a hit: top-dose activity, negative = inhibition, hits mostly inhibitors; Gai1:RGS12 GoLoco peptide FP, rhodamine, 10 min; active = well fitted inhibition curve with a large enough effect, not every such curve was filed as active; inactive = no such curve, though single readings can be large or run the other way; note: nearly all actives have a fitted effect of over 30% in size; many of its hits are not listed in these tables
# L3MBTL1 block: inhibitors of human L3MBTL1. Q9Y468. AlphaScreen L3MBTL1–H3K9me1 peptide binding. Potency, µM (series often up to 57.1 µM), for inactives: top-dose activity, negative = inhibition, most hits filed as inhibitors. 230,000 tested, 0.66% active. AID 485360; note: nearly all actives have a fitted effect of over 60% in size
# Target sequence (Q9Y468 whole entry, looked up): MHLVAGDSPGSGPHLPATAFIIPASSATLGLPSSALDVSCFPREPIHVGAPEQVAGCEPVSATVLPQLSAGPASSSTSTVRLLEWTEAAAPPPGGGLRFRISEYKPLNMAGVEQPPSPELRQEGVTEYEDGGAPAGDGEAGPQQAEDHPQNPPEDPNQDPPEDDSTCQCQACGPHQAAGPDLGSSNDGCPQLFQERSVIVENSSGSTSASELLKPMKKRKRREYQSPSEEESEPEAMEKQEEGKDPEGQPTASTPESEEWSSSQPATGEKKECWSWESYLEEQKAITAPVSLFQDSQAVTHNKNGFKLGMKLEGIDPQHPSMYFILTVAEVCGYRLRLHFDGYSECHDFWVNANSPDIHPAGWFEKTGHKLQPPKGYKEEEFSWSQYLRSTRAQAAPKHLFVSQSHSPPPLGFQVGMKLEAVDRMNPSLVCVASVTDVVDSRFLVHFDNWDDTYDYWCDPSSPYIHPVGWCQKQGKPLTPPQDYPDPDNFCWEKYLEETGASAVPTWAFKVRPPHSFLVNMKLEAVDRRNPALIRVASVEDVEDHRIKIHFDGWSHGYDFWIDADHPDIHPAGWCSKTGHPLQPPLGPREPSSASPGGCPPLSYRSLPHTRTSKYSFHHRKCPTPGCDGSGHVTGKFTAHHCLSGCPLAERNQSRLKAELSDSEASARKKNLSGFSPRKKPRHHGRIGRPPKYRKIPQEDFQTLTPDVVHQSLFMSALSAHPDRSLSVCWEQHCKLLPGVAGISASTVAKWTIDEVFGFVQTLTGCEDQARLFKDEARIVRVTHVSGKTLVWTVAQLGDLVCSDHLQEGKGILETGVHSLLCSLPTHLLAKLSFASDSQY
#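 L3MBTL1 50 nM + b-AHA-H3(1-15)K9me1 75 nM, 30 min RT; compound added, 30 min RT; streptavidin donor/Ni-chelate acceptor beads 10 ug/mL each final, 30 min RT dark; AlphaScreen read.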
# TexasRed fluor: alters Texas Red total fluorescence, flagging assay interference; TRb/SRC2 Texas Red total fluorescence interference; 280,000 tested, 0.29% active; Potency, µM (top dose mostly 106 µM), without a hit: at the highest dose fluorescence change, negative = quenching; active = well fitted curve in either direction with a large enough effect; inconclusive = small, poorly fitted or top-dose-only effect
#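 Human TRβ ligand-binding domain (0.6 uM) and Texas Red SRC2 peptide (20 nM) in Tris buffer with 1 uM T3 and 5% DMSO were incubated with pinned compound for 5 hr at ambient temperature. Total fluorescence was computed as S + 2P (555/632 nm).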
# GAA glycogen mod: alters human alpha-glucosidase cleavage of glycogen | 300,000 tested, 0.38% active | Potency, µM (series often up to 76.4 µM), inactives show at the top dose activity change, negative = inhibition, hits mostly inhibitors | P10253 | AID 2100 | recombinant GAA, glycogen substrate, Amplex Red glucose oxidase fluorescence;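 note: 0% = full enzyme reaction and -100% = no-enzyme basal signal; the screen sought inhibitors and activators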
#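 Recombinant enzyme (4 nM final) with compounds titrated up to 77 uM and bovine liver glycogen (30 ug) in citrate pH 5.0, 0.01% Tween-20, 37 C 40 min. Released glucose detected by Amplex Red/glucose oxidase (Ex 573/Em 610); AC50 from Hill fits.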
# Active calls of the source: *; i = inactive; ? = inconclusive; · = no result given; & = joins results of further samples; [ ] = another dose, or the depositor's remark. Unless noted, calls come from the whole dose curve; as a rule, active = well fitted curve in the direction sought with a large enough effect; inconclusive = small, poorly fitted or top-dose-only effect, or another doubt; inactive = no such curve, though single readings can be large; an effect the other way counts as inactive or inconclusive. Unless noted, % is set by controls: 0 for no effect and ±100 for the full control effect; potency is the fitted concentration of half-maximal effect.
SMILES,RECQ1 inh,TRb SRC2 PPI,GAA inh,GAA spleen mod,RGS12 GoLoco inh,L3MBTL1 block,TexasRed fluor,GAA glycogen mod
CN(C)c1ccc(NC(=S)NC(=O)/C=C/c2ccc(Cl)cc2)cc1,?,1.7%,-4.2%,5.1%,14.0%,-14.4%,1.0%,-8.3%
CCOC(=O)Cn1nc(C)c(NC(=O)COc2ccc(C)c(C)c2)c1C,i,8.4%&-4.3%,·,3.2%,-3.6%,·,0.2%&-0.5%,4.2%
COc1ccc(C(=O)NN=C(Cc2ccccc2)Cc2ccccc2)cc1OC,3.3%,-5.1%,-2.2%,-11.0%,6.0%,9.8%,-0.6%,10.5%
CCN(CC)S(=O)(=O)c1ccc2nnn(O)c2c1,i,-7.8%,-6.2%,0.3%,14.3%,·,-1.5%,-13.7%
Cc1ccc(NC(=O)c2oc(=O)c3ccccc3c2-c2ccccc2)c(C)c1,-8.5%,-5.2%,-10.7%,-4.9%,3.1%,-4.0%,-5.6%,2.0%
N[C@@H](Cn1c2c(c(=O)[nH]c1=O)CCC2)C(=O)O,-0.2%,-7.8%,·,-0.9%,16.2%,·,0.6%,·
C=C(COC)C1=CCC(C(=O)OC)(C(=O)OC)[C@@H](C[N+](=O)[O-])c2ccccc21,-2.1%&-7.5%,6.1%&0.7%,·,5.4%&-8.3%,1.6%&1.4%,·,-1.4%&0.1%,·
O=C1c2ccccc2C(=O)N1Cc1cc(-c2ccccc2)no1,-6.3%,4.0%,-0.4%,4.2%,5.6%,2.6%,-6.6%,-0.3%
CC(=O)c1ccc(-c2cccc([C@H]3[C@@H]4C=CC[C@@H](C)[C@@H]4C(=O)N3Cc3ccccc3)c2)cc1,-11.1%[81.1 µM],-0.2%,·,-2.1%,-11.6%,-11.1%,1.7%,·
Oc1cc2c(cc1CN1CCN(c3cccc(C(F)(F)F)c3)CC1)CCC2,-11.7%,-3.0%,0.2%,-7.2%,8.1%,-6.0%,1.1%,0.8%
Clc1ccc(OCCn2ccnc2)c(Br)c1,-5.9%,-10.5%,-7.2%,8.2%,2.5%,·,0.0%,-6.0%
CC(C)Cc1ccc(C(C)C(=O)Nc2ccccc2O)cc1 (stereo unspecified),-11.7%,1.3%,·,-2.9%,9.7%,7.0%,-3.0%,-28.7%
COc1cc(OC)c(NC(=O)c2ccc3c(SCC(=O)O)c4c(nc3c2)CCCC4)cc1Cl,?,7.7%,-1.6%,1.7%,18.4%,-24.5%,-8.1%,4.4%
Cc1ccc(S(=O)(=O)N2CCC(C(=O)N3CCC(C(=O)NCc4cccnc4)CC3)CC2)cc1,i,-0.6%,-4.6%,-4.0%,-2.0%,7.0%[11.4 µM],-5.6%,-8.0%
CCOc1ccc(-c2nc(-c3cccnc3)no2)cc1,i,1.2%,0.4%,15.6%,1.3%,7.1%,-1.6%,1.0%
Cc1cc(Cl)ccc1OCCCC(=O)OCC(=O)c1c(N)n(C)c(=O)n(C)c1=O,-4.7%,-1.7%,·,-2.6%,-35.0%,3.6%,-7.4%,0.1%
CC1CCCC(C)N1CC(O)COCC1COc2ccccc2O1 (stereo unspecified),-2.3%,0.0%,1.9%,-5.3%,-0.9%,1.6%,-1.4%,10.5%
Oc1ccc(/C=N/n2c3ccccc3c3ccccc32)cc1,-10.8%,-7.3%,1.4%,4.0%,-2.6%,·,-1.2%,0.9%
O=C(NC(=O)c1c(Cl)cccc1Cl)Nc1ccc(Oc2cccnc2)nc1,-9.7%,-1.3%,-7.0%[15.4 µM],3.5%,1.2%,5.2%,-0.4%,2.7%
O=c1c(Cl)c(N2CCN(S(=O)(=O)c3ccccc3)CC2)cnn1-c1ccccc1,1.7%,-0.5%,-2.9%,-3.9%,-15.8%,9.2%,2.3%,9.0%
COc1ccc(NS(=O)(=O)c2cccc(-c3nnc4n3CCCCC4)c2)cc1,-1.3%,2.3%,-13.1%,5.9%,11.5%,11.4%,-0.6%,-2.9%
O=C(NCc1ccc(F)cc1)c1ccc(CS(=O)(=O)Cc2ccc(F)cc2)o1,-5.9%,2.8%,0.5%,-5.2%,10.1%,3.6%,0.8%,-6.0%
CCC(c1nnnn1Cc1ccc(F)cc1)N1CCN(C)CC1 (stereo unspecified),-9.3%,-7.2%,3.9%,-5.2%,-3.9%,·,-2.3%,9.3%
CCOc1cc(N2CCOCC2)c(OCC)cc1NC(=O)CCC1CCCC1,-8.9%,-7.2%,-1.8%,0.1%,1.8%,-16.5%,0.0%,9.3%
COc1cccc(OC)c1C(=O)Nc1cc(C)on1,2.0%,-4.5%,-4.5%,-10.9%,4.4%,-4.5%,0.6%,7.4%
COc1ccc(Cl)cc1C(=O)NCc1ccco1,-0.6%,1.0%,·,2.1%,2.2%,·,-1.0%,-4.6%
OC1(Cc2ccn[nH]2)CCCCC1,2.9%,-3.1%,-8.7%,-0.1%,-2.1%,2.3%,0.5%,5.6%
CN(C)C=Nc1ncc2c([nH]c3ccccc32)c1C#N,i,-11.8%,-19.5%,-1.9%,-16.2%,40.5%[activator],-14.0%,4.0%
CN(Cc1ccccc1)S(=O)(=O)c1ccc(Cl)c(C(=O)NCc2ccc3c(c2)OCO3)c1,-6.0%,6.2%[53 µM],-29.1%,6.0%,33.7%[activator],-2.0%,0.7%[53 µM],-8.0%
O=C1Nc2ccccc2/C1=N\c1sc2c(c1C(=O)Nc1ccccc1)CCCC2,-2.9%,7.1%,-11.2%,-3.9%,2.0%,15.5%[11.4 µM],-1.2%,-9.9%

# Overlap with the part before: 2 compounds; new compounds follow.
SMILES,RECQ1 inh,TRb SRC2 PPI,GAA inh,GAA spleen mod,RGS12 GoLoco inh,L3MBTL1 block,TexasRed fluor,GAA glycogen mod
CN(Cc1ccccc1)S(=O)(=O)c1ccc(Cl)c(C(=O)NCc2ccc3c(c2)OCO3)c1,-6.0%,6.2%[53 µM],-29.1%,6.0%,33.7%[activator],-2.0%,0.7%[53 µM],-8.0%
O=C1Nc2ccccc2/C1=N\c1sc2c(c1C(=O)Nc1ccccc1)CCCC2,-2.9%,7.1%,-11.2%,-3.9%,2.0%,15.5%[11.4 µM],-1.2%,-9.9%
Cc1cccc(OC(=O)c2ccc3nccnc3c2)c1,-7.7%,-3.8%,-12.2%,-1.3%,-2.7%,·,-0.1%,4.7%
COc1ccc(NC(=S)NNC(=O)Cn2nc(C(F)F)cc2C(F)F)cc1,-4.3%,-0.4%,2.5%,7.6%,11.8%,3.4%,3.4%,1.1%
O=C(c1cn(-c2ccccc2)nc1-c1cccs1)N1CCN(c2ccccc2)CC1,-17.6%,4.1%,-5.0%,5.3%,5.9%,-0.8%,-0.5%,0.6%
O=C1OCC2=C1C(c1ccc(F)cc1)c1cc3c(cc1N2)OCO3 (stereo unspecified),-4.6%,-3.0%,-10.4%,·,6.4%,4.9%,-0.2%,-14.1%
Cc1ccc(-c2csc3nc(C(C)C)oc(=O)c23)c(C)c1,-3.0%,5.6%,3.8%[15.4 µM],-1.4%,9.4%,2.3%,0.3%,-12.7%
Cn1c(CN2CCCCC2)nc2cc(NC(=O)c3ccc(F)cc3)ccc21,-8.2%,11.5%,-26.6%,-1.0%,-3.8%,-8.5%,0.5%,0.1%
CCOC(=O)c1ccc(Nc2nc(C)cc(=O)[nH]2)cc1,-1.1%,-3.8%,-3.6%,2.1%,41.1%[activator],·,0.0%,1.4%
O=C(Nc1c[nH]c(=O)[nH]c1=O)c1ccc([N+](=O)[O-])cc1,-16.6%,3.7%,-11.4%,0.9%,12.0%,5.9%,-2.5%,-4.7%
CC(=O)Oc1c(-c2ccco2)oc2ccccc2c1=O,i,-1.1%,-1.7%,1.4%,6.0%,1.8%,-2.1%,-23.8%
CCOC(=O)N1CCC(NC(=O)CCC(=O)c2ccccc2)CC1,-0.1%,-4.9%,5.1%,-1.7%,-0.5%,·,-1.2%,2.3%
CCc1nn(-c2cc(Cl)ccc2OC)c2c1C(=O)CCC2,-4.8%,-13.8%,0.5%,3.8%,-3.2%,0.6%,-2.4%,0.1%
CCN(C(=O)CSc1nnc2ccccn12)C1CCS(=O)(=O)C1 (stereo unspecified),-23.6%,2.9%,-5.0%,1.9%,5.6%,-3.5%[11.4 µM],-0.5%,15.2%
CC(C)CC(=O)c1c[nH]c(C(=O)NCCCn2ccnc2)c1,-8.4%,-15.3%,-7.1%,-5.9%,10.6%,-2.1%,1.3%,-2.0%
CCc1c(C(=O)OCc2ccccc2)[nH]c(C)c1C,-28.0%,-7.9%,-7.0%,-15.1%,13.9%,-11.2%,-3.1%,-19.3%
CC(=O)N=C(N)Sc1nc2ccccc2[nH]1,5.1%,-10.2%,-1.6%,2.1%,7.3%,-5.7%,-3.3%,6.0%
COc1ccc(C2/C=C\CN(C(=O)c3ccc(C)cc3)CC(=O)N2Cc2ccc(F)cc2)cc1 (stereo unspecified),-18.1%&-3.5%,5.2%&-8.8%,·,-5.9%&-3.5%,1.7%,·,-1.4%&-2.0%,1.1%
c1ccc(-c2nnc3ccc(N4CCC5(CC4)OCCO5)nn23)cc1,i,-6.8%,-5.9%,-1.5%,3.4%,-4.8%,0.5%,-2.6%
Cn1ncc(S(=O)(=O)Cc2ccccc2)c(Cl)c1=O,-7.5%,-0.6%,-3.2%[15.4 µM],9.9%,-38.1%,11.6%,-2.2%,-0.9%
CCOc1ccccc1N(CC(=O)Nc1ccccc1C(=O)OC)S(C)(=O)=O,-1.1%,-16.9%,0.2%,-10.1%,-1.3%,2.0%,-2.2%,0.6%
COc1ccc(S(=O)(=O)N(C)CC(=O)Nc2ccccc2C(F)(F)F)cc1,-17.8%,-2.9%,-1.9%,-4.2%,5.8%,5.7%,2.6%,-1.3%
O=C(Oc1ccc(/C=N/Nc2nc(N3CCCCC3)nc(N3CCCCC3)n2)cc1)c1ccco1,-9.7%,-1.9%,5.0%,0.4%,12.9%,5.3%,-1.9%,-0.9%
CCOC(=O)c1cnc2nc(SC)nn2c1N,-4.2%,-8.0%,4.5%,13.1%,-0.8%,-3.4%,0.2%,5.5%

# Compound activity: PubChem, National Center for Advancing Translational Sciences (NCATS)

# The list is partial; count on the stated rates, not on these rows.
